USP7 inh: human USP7 deubiquitinase inhibition. Q93009. purified USP7, Ub-rhodamine cleavage fluorescence. inhibition, % at 20 µM. 47,000 compounds, 0.3% hits. AID 1645854
USP30 inh: inhibitors of human USP30 deubiquitinase | 47,000 compounds, 5.3% hits | inhibition, % at 25 µM | purified USP30, Ub-rhodamine cleavage fluorescence | AID 1645860 | Q70CQ3
UCHL1 inh: human UCHL1 deubiquitinase inhibition; purified UCHL1, Ub-rhodamine cleavage fluorescence; 47,000 compounds, 0.2% hits; inhibition, % at 20 µM; P09936
USP17 block: inhibitors of human USP17 deubiquitinase. A8MUK1. purified USP17, Ub-rhodamine cleavage fluorescence, 3 h. inhibition, % at 50 µM. 47,000 compounds, 6.5% hits
USP28 inh: inhibitors of human USP28 deubiquitinase; inhibition, % at 25 µM; 47,000 compounds, 3% hits; purified USP28, Ub-rhodamine cleavage fluorescence, 30 min; Q96RU2
USP10 inh: inhibitors of human USP10 deubiquitinase; purified USP10, Ub-rhodamine fluorescence, 60 min; 47,000 compounds, 1.1% hits; inhibition, % at 20 µM; AID 1645856
Target sequence (Q14694 whole entry, looked up): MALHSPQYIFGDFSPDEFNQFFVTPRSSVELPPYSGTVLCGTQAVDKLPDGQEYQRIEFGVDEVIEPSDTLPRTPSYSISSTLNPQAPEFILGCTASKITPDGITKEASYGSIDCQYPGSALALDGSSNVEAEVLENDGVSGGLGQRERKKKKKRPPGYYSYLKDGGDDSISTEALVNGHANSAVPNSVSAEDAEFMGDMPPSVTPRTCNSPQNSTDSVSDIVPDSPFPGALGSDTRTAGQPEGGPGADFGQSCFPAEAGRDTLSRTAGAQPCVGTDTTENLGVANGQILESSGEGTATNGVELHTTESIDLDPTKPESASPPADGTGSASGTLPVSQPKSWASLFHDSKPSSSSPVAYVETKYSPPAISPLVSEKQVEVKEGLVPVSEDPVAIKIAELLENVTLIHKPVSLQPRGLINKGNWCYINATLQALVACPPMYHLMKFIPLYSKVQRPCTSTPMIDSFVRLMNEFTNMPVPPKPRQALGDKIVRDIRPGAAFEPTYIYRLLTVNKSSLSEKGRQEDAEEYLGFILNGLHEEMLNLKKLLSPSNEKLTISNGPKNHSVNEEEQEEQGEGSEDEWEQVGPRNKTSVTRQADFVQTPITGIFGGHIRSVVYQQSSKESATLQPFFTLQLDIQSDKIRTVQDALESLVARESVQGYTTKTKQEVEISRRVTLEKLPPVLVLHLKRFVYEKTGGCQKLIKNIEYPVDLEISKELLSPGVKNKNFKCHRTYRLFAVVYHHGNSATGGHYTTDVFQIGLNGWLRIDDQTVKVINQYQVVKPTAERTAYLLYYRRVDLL
OTUD3 block: inhibitors of human OTUD3 deubiquitinase. Q5T2D3. purified OTUD3, Ub-rhodamine fluorescence, 2 h. inhibition, % at 25 µM. 47,000 compounds, 0.7% hits
USP8 block: human USP8 deubiquitinase inhibition; inhibition, % at 20 µM; P40818; 47,000 compounds, 4.2% hits; purified USP8, Ub-rhodamine cleavage fluorescence, 30 min; AID 1645853
An asterisk follows results filed as active; i = inactive; / = not tested or not shown. Cut-off read from the data, not from the text of the source: active = inhibition above about 30%; inactive = the rest.

[1] CC1(C)Cc2c(c(N3CCCC3)nc3sc4c(NCCCCN)ncnc4c23)CO1
[2] O=C(c1cnc2n1CC(c1cccc(C(F)(F)F)c1)CC2)N1CCN(CCO)CC1 (centres undefined)
[3] Cc1cc(C(=O)N2CCC3(CC2)COc2ccccc2S(=O)(=O)N(C)C3)n[nH]1
[4] CC(=O)OCC(=O)N1C[C@H](Oc2ccccn2)[C@H]2C[C@@H]1Cc1c2[nH]c2ccccc12
[5] O=C(N[C@@H]1C[C@@H](Oc2cccc(F)c2)[C@H](O)[C@H]1O)c1ccccc1F

assay / entry,1,2,3,4,5
USP10 inh,-2,-3,0,-3,0
USP28 inh,9,7,11,-7,1
OTUD3 block,-5,0,5,-7,26
USP30 inh,3,11,19,-104,9
USP7 inh,-1,3,0,-46,1
USP8 block,-29,11,-44,4,4
UCHL1 inh,8,1,-2,-46,-1
USP17 block,-16,4,0,-36,9

[6] CCN1C(=O)C[C@@H](C(=O)NCc2ccncc2)[C@@H]1c1ccccc1OC
[7] O=C(NC1CCCC1)N1CCN(c2ncccc2-c2nnc(C3CC3)o2)CC1
[8] O=C1OC(C(=O)N2CCN(S(=O)(=O)c3ccc(F)cc3)CC2)Cc2ccccc21 (centres undefined)
[9] O=C(Cn1cccc1-c1nc(-c2ccccc2)cs1)N1CCCC1
[10] CC(Cc1ccco1)NC(=O)c1nnc(-c2ccc(S(=O)(=O)N3CCOCC3)cc2)o1 (centres undefined)

assay / entry,6,7,8,9,10
USP10 inh,1,0,-4,3,3
USP28 inh,6,-6,0,-3,13
OTUD3 block,6,-1,3,-6,9
USP30 inh,15,1,-29,-18,-12
USP7 inh,2,-1,-6,3,-8
USP8 block,15,1,-56,20,7
UCHL1 inh,0,-5,-5,-2,4
USP17 block,5,2,0,-2,14

[11] CN1[C@@H](C(=O)O)CS[C@H]1[C@@H]1CSC(c2ccccc2O)=N1
[12] COCCN1C[C@H]2CCN(C(=O)c3ccn[nH]3)CC[C@H]2S1(=O)=O
[13] CC(=O)c1ccc(N2C(=O)N(CC(=O)c3ccc(Cl)cc3)c3ccccc3S2(=O)=O)cc1
[14] O=S(=O)(NCc1ccc(F)c(Cl)c1)c1c[nH]c2ncccc12
[15] COc1ccc(/C=C/C(=O)Nc2nc3n(n2)C(c2ccccc2)CC(=O)N3)cc1OC (centres undefined)

assay / entry,11,12,13,14,15
USP10 inh,-4,-4,-2,2,3
USP28 inh,9,-21,6,0,13
OTUD3 block,9,-8,1,0,12
USP30 inh,-6,-14,4,-8,24
USP7 inh,-35,-1,4,-1,11
USP8 block,-8,-208,5,5,79*
UCHL1 inh,0,-2,2,0,6
USP17 block,-40,-48,-1,-3,26

[16] COc1ccc(C)c2sc(N3CCN(C(=O)c4ccn(C)n4)CC3)nc12
[17] O=S(=O)(c1ccc(-c2ccon2)s1)N(Cc1ccccn1)Cc1ccccn1
[18] Cc1nc2c(c(=O)[nH]1)CN(C(=O)C(C)c1ccccc1)CC2 (centres undefined)
[19] CCCCC[C@@H](O)C1C(=O)O[C@@H](C)[C@H](O)/C=C/C=C/C=C\C=C/C=C(\C)[C@H](O)CC(O)C[C@@H](O)C[C@@H](O)C[C@@H](O)C[C@@H](O)C[C@H]1O (some centres undefined)
[20] Clc1cccc(-c2nc(Cn3ccnc3)no2)c1

assay / entry,16,17,18,19,20
USP10 inh,-2,-6,-1,-6,-2
USP28 inh,-11,-8,-2,-24,22
OTUD3 block,-4,-12,-3,-9,4
USP30 inh,-1,-67,-2,-104,20
USP7 inh,-5,-12,2,-19,-11
USP8 block,-17,-43,-8,-146,10
UCHL1 inh,-4,-9,-2,-28,2
USP17 block,-17,-3,0,-19,1

[21] C[C@H]1C(=O)N(C)[C@@H]2CCN(C(=O)C3CCCCC3)[C@@H]2C(=O)N1C
[22] CCN1CCN(C(=O)CSc2ncccc2-c2noc(C)n2)CC1
[23] CCC(C)(C)NC(=O)c1nnn(-c2cccc3c2CCN(Cc2ccncc2)C3)c1C
[24] O=C(CSc1nnc(N2CCOCC2)c2ccccc12)Nc1ccc(F)cc1
[25] N#Cc1ccc(C(=O)Nc2cccc(-c3noc(C4CC4)n3)c2)c(F)c1

assay / entry,21,22,23,24,25
USP10 inh,6,-4,-10,0,4
USP28 inh,12,-10,-29,-10,8
OTUD3 block,10,-4,-23,-4,5
USP30 inh,33*,-17,-98,-15,13
USP7 inh,8,0,-9,0,1
USP8 block,3,-4,-160,-42,10
UCHL1 inh,3,-1,-7,0,4
USP17 block,9,-10,-43,-24,6

[26] COc1ccc(CC(=O)N2CCc3nc(C(N)=O)sc3CC2)cc1
[27] CCn1ccnc1CN1CCC(C2CC=CCN(Cc3ccc(F)cc3)C2=O)CC1 (centres undefined)
[28] CCc1cnc(N2C[C@H]3C[C@H](C(=O)NCc4cccnc4)[C@@H](C2)O3)nc1
[29] O=C(c1ccc2ccccc2c1)c1cn(-c2ccc(F)c(Cl)c2)nn1
[30] C=C[C@]1(C)CC[C@]2(C)[C@H](C[C@@H](O)[C@H]3[C@]4(C)CCC[C@@]32OC4=O)C1

assay / entry,26,27,28,29,30
USP10 inh,0,-6,0,0,0
USP28 inh,0,-9,-3,4,1
OTUD3 block,4,-3,-1,17,4
USP30 inh,-154,-21,-13,12,29
USP7 inh,4,-3,-1,5,1
USP8 block,1,-10,-40,22,1
UCHL1 inh,2,3,-3,1,2
USP17 block,3,-11,-11,11,9

[31] COCCn1c(SCC(=O)c2ccc(NC(C)=O)cc2F)nc2ccccc21
[32] O=C(c1cc(-c2ccn(C3CCCC3)n2)n2ccccc12)N1CCCC1
[33] O=C(CCCN1C(=O)c2cccc3cccc(c23)C1=O)OCc1ccc(Br)cc1
[34] CC1=NS(=O)(=O)N(C)C=C1C(=O)OCc1ccccc1
[35] CC(C(=O)NCc1ccccc1)N1CCN(c2ccc(F)cc2)CC1 (centres undefined)

assay / entry,31,32,33,34,35
USP10 inh,6,-3,9,-9,0
USP28 inh,19,-12,/,-120,0
OTUD3 block,21,-13,-2,-93,2
USP30 inh,2,-59,/,-428,15
USP7 inh,9,-10,8,-77,2
USP8 block,32*,-5,5,-211,-42
UCHL1 inh,6,2,3,-83,2
USP17 block,28,-28,14,-128,-1

[36] CC1(C)Cc2nc3sc4c(=O)n(CC(=O)NCCc5ccccc5)cnc4c3cc2CO1
[37] CC(NC(=O)c1ccc2ccccc2n1)c1ccccc1 (centres undefined)
[38] Cn1ncc2c1CCCN(C(=O)Cc1ccccc1F)C2
[39] CCN(CC)c1ccc(C(=O)NCCOC(=O)c2cc(-c3ccncc3)nc3ccccc23)cc1
[40] COc1ccc(OC)c(NC(=O)c2ccc(N3C(=O)N4CCc5c([nH]c6ccc(OC)cc56)[C@@]4(C)C3=O)cc2)c1

assay / entry,36,37,38,39,40
USP10 inh,6,3,-2,2,-5
USP28 inh,1,23,-1,-7,-17
OTUD3 block,-5,23,-2,-13,-11
USP30 inh,13,44*,11,-3,-42
USP7 inh,5,2,0,4,2
USP8 block,-1,15,0,-9,-86
UCHL1 inh,-2,1,-4,2,0
USP17 block,5,18,0,-6,-24

[41] CC1(C(=O)NCc2ccccc2)Cn2c(cc3ccccc32)C(=O)N1Cc1ccccc1 (centres undefined)
[42] Cc1ccc(Nc2nccc(C3CN(c4ncccn4)C3)n2)nc1
[43] O=C1CCCN1CC(=O)N1C[C@@H]2CC[C@H](Oc3ccccc3Cl)[C@@H]2C1
[44] CC1=C(C(=O)NCc2ccccc2)C(c2ccc(F)cc2)n2ncnc2N1 (centres undefined)
[45] CN(C)C(=O)C1Cn2ccnc2C2(CCN(C(=O)NCCc3ccc(F)cc3)CC2)O1 (centres undefined)

assay / entry,41,42,43,44,45
USP10 inh,16,-3,0,3,0
USP28 inh,23,-18,-5,2,5
OTUD3 block,15,1,-5,4,3
USP30 inh,0,-11,-2,22,9
USP7 inh,7,-1,-36,3,6
USP8 block,-162,1,3,15,-136
UCHL1 inh,3,-3,-1,4,1
USP17 block,50*,-9,-1,17,-16

[46] CCCNC(=O)c1nnn(-c2ccc3noc(-c4ccc(Cl)cc4)c3c2)c1C
[47] FC(F)(F)c1cnc(CSc2ncc(C(F)(F)F)cc2Cl)c(Cl)c1
[48] CC(C)(C)CC(=O)N1CCC(N2CC(=O)N(CCc3ccccc3)C2)CC1
[49] COc1ccccc1CCNC(=O)c1cccc(N2C(=O)C(C)(C)CS2(=O)=O)c1
[50] CCc1cnc(N2CCC3(CCN(C(=O)c4cscn4)C3)CC2)nc1

assay / entry,46,47,48,49,50
USP10 inh,22,3,-2,0,0
USP28 inh,-2,3,-5,-6,2
OTUD3 block,2,-7,-8,-2,3
USP30 inh,3,-2,-26,-8,-2
USP7 inh,4,5,-2,-4,1
USP8 block,11,2,-1,-92,-70
UCHL1 inh,5,-1,-3,1,0
USP17 block,3,-2,-26,-7,-10

[51] CN(C)C(=O)CNC(=O)c1ccn(-c2ccc3ccc(-c4cnn(C)c4)cn23)n1
[52] Cc1noc(C)c1CN1CCC(C2CCCCCN2C(=O)C2CC2)CC1 (centres undefined)
[53] COc1cccc(-c2nc3n(n2)C(c2ccncc2)C(C(N)=O)=C(C)N3)c1 (centres undefined)
[54] Cc1ccc(N2CC(C(=O)N3CCC(C(=O)Nc4ccc(F)cc4F)CC3)CC2=O)cc1 (centres undefined)
[55] CC(C)(C)C(=O)N1CCCC(c2cncc(-c3ccn[nH]3)n2)C1 (centres undefined)
[56] Cc1cccc(S(=O)(=O)N2C[C@@H]3C[C@@H](c4nc(C)no4)O[C@@H]3C2)c1
[57] O=C(CC(NCc1cccnc1)C(=O)O)Nc1ccccc1 (centres undefined)

assay / entry,51,52,53,54,55,56,57
USP10 inh,-11,-3,2,-5,1,1,1
USP28 inh,-203,5,4,-4,-9,0,0
OTUD3 block,-208,9,5,-3,-11,-2,-4
USP30 inh,i,7,30*,0,-3,1,0
USP7 inh,-95,0,2,0,-1,0,-1
USP8 block,-73,-31,3,-4,-18,-54,-5
UCHL1 inh,-93,0,1,-2,-2,-1,-3
USP17 block,-139,-7,-1,-1,-14,3,7

In the list so far, seven contain an NH in an aromatic ring.
[3] Cc1cc(C(=O)N2CCC3(CC2)COc2ccccc2S(=O)(=O)N(C)C3)n[nH]1
[4] CC(=O)OCC(=O)N1C[C@H](Oc2ccccn2)[C@H]2C[C@@H]1Cc1c2[nH]c2ccccc12
[12] COCCN1C[C@H]2CCN(C(=O)c3ccn[nH]3)CC[C@H]2S1(=O)=O
[14] O=S(=O)(NCc1ccc(F)c(Cl)c1)c1c[nH]c2ncccc12
[18] Cc1nc2c(c(=O)[nH]1)CN(C(=O)C(C)c1ccccc1)CC2 (centres undefined)
[40] COc1ccc(OC)c(NC(=O)c2ccc(N3C(=O)N4CCc5c([nH]c6ccc(OC)cc56)[C@@]4(C)C3=O)cc2)c1
[55] CC(C)(C)C(=O)N1CCCC(c2cncc(-c3ccn[nH]3)n2)C1 (centres undefined)

assay / entry,3,4,12,14,18,40,55
USP10 inh,0,-3,-4,2,-1,-5,1
USP28 inh,11,-7,-21,0,-2,-17,-9
OTUD3 block,5,-7,-8,0,-3,-11,-11
USP30 inh,19,-104,-14,-8,-2,-42,-3
USP7 inh,0,-46,-1,-1,2,2,-1
USP8 block,-44,4,-208,5,-8,-86,-18
UCHL1 inh,-2,-46,-2,0,-2,0,-2
USP17 block,0,-36,-48,-3,0,-24,-14

High-throughput results: PubChem, Dana-Farber Cancer Institute and Novartis Institutes for BioMedical Research (Cambridge, Mass)
